# TSHR antagonist: blocks TSH signaling through the human TSH receptor. P16473. TSHR-expressing cells, TSH-stimulated cAMP HTRF, 2 h; hits give low values. activity change, negative = inhibition, % at 11.5 µM. 0.2% of 330,000 active. AID 504810;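 active = activity change below a set negative limit, meaning inhibition stronger than a set level, cut at about -70% in these data; inconclusive = activity change between two set negative limits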; also: % is scaled to controls: 0 for no effect and ±100 for the full control effect
#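 Freshly harvested TSHR cells receive pin-tooled compound, then EC80 TSH at 4nM final. After 2 hours at 37 deg C, antibody in lysis buffer and cAMP-d2 are added; 30 minutes at ambient temperature precede the HTRF read.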
# Tb PFK block: T. brucei PFK enzyme inhibition | Potency, µM (top dose mostly 57.5 µM), without a hit: at the highest dose activity, negative = inhibition, actives largely listed as inhibitors | O15648 | T. brucei PFK, ADP-Glo luminescence | AID 485367 | 0.17% of 330,000 active;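 also: potency is read from the fitted curve at half-maximal effect; 0% = uninhibited 1x PFK enzyme wells and -100% = no-enzyme wells; nearly all actives have a fitted effect of over 60% in size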
#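 Activity is normalized to no-enzyme wells (full inhibition) and 1.25 nM enzyme wells (no inhibition). Reaction: 0.5 mM F6P, 0.1 mM ATP, 45 min RT, ADP-Glo luminescence; concentration-response curves fitted and classed by quality.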
# Giardia killer: kills Giardia lamblia; Giardia lamblia trophozoite viability; activity change, % at 7.66 µM, hits read low; 0.15% of 340,000 active; in the data active = activity change below about -80%; inconclusive = between about -30% and that limit;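 also: parasites exposed to compound for two days anaerobically before the ATP read; % is scaled to controls: 0 for no effect and ±100 for the full control effect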
#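 ATP-content bioluminescence gauges trophozoite survival. Cells (100/well) receive compound and incubate anaerobically for 48 hrs at 37 deg C; detection reagent follows for 15-30 min at room temperature.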
# A-T KAP1 phos: potential ataxia-telangiectasia treatment | […] A-T fibroblasts, KAP-1 phosphorylation AlphaLISA; neocarzinostatin DNA damage 30 min before lysis | Potency, µM (titrated, usually from 57.5 µM), for the others: at the highest dose activation, usual class: activators | 0.19% of 320,000 active | AID 485349; also: potency is read from the fitted curve at half-maximal effect; % of control where 0% means no effect; nearly all actives have a fitted effect of over 45% in size
#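 hTERT-immortalized A-T patient fibroblasts ([…]), 500 cells/well in OPTI-MEM, 1% FBS, got compounds for 60 min, then NCS for 30 min at 37C. Lysates were then assayed for phospho-KAP-1 by AlphaLISA (anti-pKAP1 donor, anti-KAP1 acceptor beads), 6 hr at 25C.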
# BCR signal inh: inhibitors of chronic active B-cell receptor signaling; ABC-DLBCL IkBa-CBG/CBR reporter, luminescence ratio, 4 h; Potency, µM (highest dose often 46.1 µM), for inactives: at the top dose ratio change, negative = lower green/red ratio, most hits filed as inhibitors; 0.05% of 340,000 active; AID 493014; active = well fitted inhibition curve with a large enough effect in the signal ratio, with a control signal flat, not every such curve was filed as active; inconclusive = small, poorly fitted or top-dose-only effect, or effect the other way, or a change in a side signal; the % refers to the signal ratio;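 also: potency is read from the fitted curve at half-maximal effect; plate controls were basal doxycycline-induced cells for no effect and cells given 10 µM MG132 for full effect; MG132 reads +100%, hits lower the ratio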
#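 TMD8 ABC-DLBCL cells carrying doxycycline-inducible green luciferase fused to IkappaBalpha plus unfused red luciferase were exposed to compounds (up to 46 uM) for 4 hrs at 37C. Activity came from the overlap-corrected green/red luminescence ratio.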
# CXXC DNA block: inhibitors of human MLL CXXC domain-DNA interaction | Q03164 | MLL-CXXC / FITC-HOXA9 DNA fluorescence polarization | Potency, µM (series often up to 115 µM), inactives show at the top dose activity change, negative = inhibition, hits mostly inhibitors | 0.037% of 290,000 active; active = well fitted inhibition curve with a large enough effect in the polarisation, with a control signal flat, not every such curve was filed as active; inconclusive = small, poorly fitted or top-dose-only effect, or effect the other way, or a change in a side signal; inactive = no such curve, though single readings can be large or run the other way; the % refers to the polarisation; also: potency is read from the fitted curve at half-maximal effect
#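 Purified MLL-CXXC (added from a 7 uM solution) was preincubated 5 min at ambient with pinned compounds in 50 mM Tris-HCl pH 7.5, 50 mM NaCl, 1 mM DTT, 0.05% BSA. Fluorescein-labeled HOX-A9 DNA (50 nM solution) followed, 30 min, then polarization read.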
# GALK inh: inhibitors of human galactokinase | P51570 | Purified GALK, Kinase-Glo residual ATP luminescence | Potency, µM (series often up to 57.5 µM), without a hit: at the top dose activity change, negative = inhibition, usual class: inhibitors | 0.007% of 270,000 active | AID 1868; also: potency is read from the fitted curve at half-maximal effect; % is scaled to controls: 0 for no effect and ±100 for the full control effect
#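 Human GALK (5 nM) with 35 uM ATP and 100 uM galactose in 20 mM HEPES pH 8.0, 5 mM MgCl2, 60 mM NaCl, 1 mM DTT, 0.01% BSA. After 1 h at room temperature, leftover ATP was read by Kinase-Glo Plus luminescence.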
# Coupling enz: inhibits coupling enzyme system, counter-screen for aldolase hits. coupling enzyme system counterscreen, AmpLite Red fluorescence. activity change, negative = inhibition, % at 58.2 µM, hits read low. 0.67% of 290,000 active; in the data active = activity change below about -30%; also: % is scaled to controls: 0 for no effect and ±100 for the full control effect
#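 Fluorescence at 525 nm excitation and 598 nm emission measured inhibition of the coupled detection system without aldolase. Compounds (at 57.5 uM final) were preincubated 10 min at room temperature with coupling enzyme reagent before a 20 min substrate/AmpLite Red step.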
# KCNH2 WT inh: blocks the wildtype human KCNH2 potassium channel; 0.37% of 340,000 active; Q12809; AID 720551; activity change, % at 1.84 µM; U2OS, BacMam KCNH2, thallium flux FluxOr; hits give low values;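 active = maximum activity change below -70%; inconclusive = maximum activity change between -70% and -50%; inactive = maximum activity change above -50%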; also: % is scaled to controls: 0 for no effect and ±100 for the full control effect
#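 U2OS cells transduced with wild-type KCNH2 virus are loaded with FluxOr dye for 45 min, and thallium flux is measured in kinetic reads before and after stimulation buffer. Rate constants are normalized to DMSO controls.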
# TCR activator: T cell receptor activation | primary human leukocytes, anti-CD3, IL-2 HTRF, 48 h | Potency, µM (titrated, usually from 9.22 µM), for inactives: top-dose activation of IL-2 secretion, actives largely listed as activators | 330,000 tested, under 10 active | AID 504894; also: % of control where 0% means no effect
#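 48 hr co-incubation of compounds, a-CD3 beads and primary human leukocytes; IL-2 quantified homogeneously by HTRF with anti-IL-2 K and d2 conjugates.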
# * = called active by the depositor; ? = inconclusive; · = not tested or not shown; ! = a repeat was not active; [ ] = remark or other dose. Unless noted, calls follow the shape of the dose curve; as a rule, active = well fitted curve in the direction sought with a large enough effect; inconclusive = small, poorly fitted or top-dose-only effect, or another doubt; inactive = no such curve, though single readings can be large; an effect the other way counts as inactive or inconclusive.
SMILES,TSHR antagonist,Tb PFK block,Giardia killer,A-T KAP1 phos,BCR signal inh,CXXC DNA block,GALK inh,Coupling enz,KCNH2 WT inh,TCR activator
O=C(O)C1Cc2ccccc2CN1S(=O)(=O)c1ccccc1 (configuration not stated),36,?,0,-11%,?,6%,1%,0,-5,-3%
C=CCN1C=C2C(=O)C(C)(OC(=O)CCC(=O)OC)C(=O)C(Br)=C2C=C1c1ccc(OC)cc1 (configuration not stated),-3,4%,7,-10%,9%,?,-2%,-41*!,7,-5%
O=C(COc1ccccc1)Nc1ccccc1N1CCN(c2ccccc2)CC1,1,-3%,-19,-4%,5%,1%,-3%,-1,3,2%
Cc1ccc2c(c1)C(c1ccccc1)N(C(=O)c1ccc(S(=O)(=O)N3CCOCC3)cc1)CC(=O)N2 (configuration not stated),22,0%,2,-5%,2%,1%,0%,3,8,-1%[46.1 µM]
O=c1[nH]cc(S(=O)(=O)N2CCOCC2)c(=O)[nH]1,3,3%,-14,12%,8%,·,·,·,-3,-1%
Clc1ccccc1/C=N/Nc1cc(N2CCOCC2)ncn1,-11,1%,0,3%,-2%,7%,7%,1,6,·
O=C1CSC(c2ccncc2)N1Cc1ccco1 (configuration not stated),-2,0%,-3,-4%,-3%,11%,0%,3,-11,4%
CC(C)NC(=O)N1CC(c2ccccc2)C(c2ccc(Cl)cc2)=N1 (configuration not stated),1,6%,21,-2%,-16%,10%,0%,0,-3,-1%
Cc1cc(NC(=O)CSCC(=O)Nc2nc3c(C)cccc3s2)no1,1,4%,-12,7%,?,·,·,·,-16,0%
c1ccc(Cc2nc(-c3ccccn3)no2)cc1,-13,3%,3,15%,-12%,-6%,3%,3,5,10%
COc1cccc(NC(=O)CN(C)C(=O)Cn2[nH]c(=O)c3ccccc3c2=O)c1,8,-7%,16,2%,-3%,·,·,·,3,1%
Cn1cnnc1SCc1ccc(C(=O)N/N=C(\CCC(=O)O)c2ccc(C(C)(C)C)cc2)cc1,-9,-1%,6,3%,-8%,0%,-3%,7,-3,-1%[46.1 µM]
CC(C)[C@H](NC(=O)N1CC(=O)Nc2ccccc21)C(=O)Nc1nccs1,6,0%,-13,0%,-11%,-6%,7%,-5,-2,1%
CCN(CC)S(=O)(=O)c1ccc(C(=O)OCC(=O)c2ccc3c(c2)NC(=O)CO3)cc1,1,-1%,-10,7%,?,-7%,-2%,5,2,5%
COc1ccccc1NC(=O)C(Cc1ccc(Cl)cc1)c1nn[nH]n1 (configuration not stated),-7,0%,4,2%,3%,12%,0%,8,-3,-2%
CC1(C2CC2)NC(=O)N(CC(=O)N2CCN(c3ccccc3Cl)CC2)C1=O (configuration not stated),21,-2%,-1,-4%,0%,·,·,·,5,-1%
COc1cc(C)c(C)cc1S(=O)(=O)N1CCCc2ccccc21,34,0%,-19,4%,?,1%,-8%,1,-14,-1%
O=C(COc1cc2oc(=O)cc(-c3ccccc3)c2cc1Cl)NCC1CCC(C(=O)O)CC1 (configuration not stated),-11,1%,-25,6%,?,-9%,·,8,5,-3%
O=C(O)CNS(=O)(=O)Cc1ccccc1,-5,2%,-5,1%,?,-3%,-4%,2,26,2%
O=C(Nc1nccs1)c1cccc(S(=O)(=O)N2CCCC2)c1,22,-2%,29,1%,?,18%,2%,-1,30,-5%
Cc1nc(N2CCCC2)c2ccsc2n1,0,-5%,-4,-6%,1%,-4%,3%,-1,-3,6%
C[C@H](CO)N1C[C@H](C)[C@@H](CN(C)C(=O)Nc2ccc(C(F)(F)F)cc2)Oc2ccc(NC(=O)CCC(F)(F)F)cc2C1=O,0,0%,-17,-6%,3%,·,·,·,-18,-4%
C=CCOc1c(CCC)cc(CCC)cc1C(N)=O,-1,1%,9,-1%,8%,0%,5%,0,-1,1%
Cc1ccc(C2SCC(=O)N2Cc2ccccc2)cc1 (configuration not stated),-19,-1%,0,-4%,-6%,2%,0%,0,-1,3%
CC1CCCN(C(=O)c2cc3ccccc3cc2O)C1 (configuration not stated),-3,-6%,-15,9%,2%,-18%,-2%,0,-7,3%

# Results in A-T KAP1 phos, for 2 of the compounds above:
SMILES	A-T KAP1 phos
COc1cc(C)c(C)cc1S(=O)(=O)N1CCCc2ccccc21	4%
O=C(COc1cc2oc(=O)cc(-c3ccccc3)c2cc1Cl)NCC1CCC(C(=O)O)CC1 (configuration not stated)	6%

# More structures follow.
SMILES,TSHR antagonist,Tb PFK block,Giardia killer,A-T KAP1 phos,BCR signal inh,CXXC DNA block,GALK inh,Coupling enz,KCNH2 WT inh,TCR activator
O=C(NCc1ccco1)c1ccc(C(F)(F)F)cc1,8,-4%,-17,-5%,3%,-1%,-2%,4,7,-5%
C/C(=N\NC(=O)c1c(Cl)c(C)nn1C)c1cccc(NC(=O)COc2ccccc2)c1,5,-5%,-22,7%,-1%,-12%,3%,4,5,3%
CCCCC(C(=O)O)C(C)CC(=O)Nc1nccs1 (configuration not stated),8,0%,1,6%,-1%,0%,-2%,3,2,0%
CCOc1ccc(OCc2nnc(SCC(=O)NC3CCS(=O)(=O)C3)n2-c2ccc(Cl)cc2)cc1 (configuration not stated),0,0%,3,-1%,-2%,0%,1%,3,-13,0%[46.1 µM]
Cc1ccc(NC(=O)CNC(=O)c2sc3ccccc3c2Cl)nc1,-9,-3%,2,2%,1%,·,·,·,28,4%
O=c1[nH]c2ccc(S(=O)(=O)N3CCCCC3)cc2[nH]c1=O,-7,2%,-15,-2%,-2%,0%,0%,3,1,3%[46.1 µM]
Cc1ccc(-c2nc(CS(=O)(=O)CC(=O)N3CCOCC3)c(C)o2)cc1,0,-4%,-24,11%,-5%,16%,1%,·,-1,-6%
Cc1cc(F)ccc1S(=O)(=O)N(C(=O)c1ccncc1)c1ccc(OC(=O)c2ccncc2)cc1,-12,7%,2,3%,?,9%,0%,2,-16,-5%
Cc1cc(C)cc(N2CN=c3s/c(=C\c4ccco4)c(=O)n3C2)c1,-2,-23%,-1,-1%,1%,-5%,2%,-3,5,-11%[46.1 µM]
CC(=O)Nc1ccc(NC(=O)C(C)OC(=O)CNS(=O)(=O)c2ccc(Br)cc2Cl)cc1 (configuration not stated),6,4%,-17,7%,0%,-10%,-8%,·,7,4%
COc1cccc(C2CN(c3ccc(F)cc3F)N=C2c2cccs2)c1OC (configuration not stated),34,-2%,26,28µM*,12%,-10%,-3%,-6,4,-5%[46.1 µM]
CCOC(=O)c1c(NC(=O)c2cccs2)sc2c1CCN(C(=O)OCC)C2,-2,0%,8,-4%,-3%,-2%,1%,-23,2,5%
O=C(COc1ncnc2ccccc12)NCCc1ccc(F)cc1,-2,3%,-1,-13%,-1%,8%,11%,-1,-3,-4%
COc1ccc(C(=O)OCC(=O)c2ccc(Cl)s2)c(OC)c1OC,-1,5%,-13,27%,?,·,·,·,1,3%
CCc1ccc2c(c1)c1nc(C)sc1n2CC,12,2%,2,20%,?,10%,3%,-21,8,1%
COc1ccc(NC(=O)C2CCN(S(=O)(=O)c3ccc(OC)c(OC)c3)CC2)c(OC)c1,3,-1%,4,-2%,0%,2%,10%,-1,9,-3%
CCOc1ccc(NC(=O)CC2C(=O)N(CC)C(=S)N2CCN2CCOCC2)cc1 (configuration not stated),30,-2%,-8,7%,-9%,0%,8%,0,0,2%
O=c1c2ccccc2oc2cc(OCc3ccc(F)cc3)cc(O)c12,2,-2%,5,4%,1%,-2%,-1%,2,3,-5%
CCCCOC(=O)C1=C(C)Nc2ncnn2C1c1cc(OC)c(OC)cc1OC (configuration not stated),6,0%,2,-1%,0%,5%,-1%,0,-6,-2%
OCC1(CCCc2ccccc2)CCN(Cc2ccc(F)cc2)CC1,1,-9%,-28,2%,-1%,8%,3%,1,5,-3%
C/C(=N/NC(=O)CN1CCN(Cc2ccccc2Cl)CC1)c1cccnc1,-3,-1%,-10,6%,-12%,16%,1%,-1,2,0%
CC(=O)c1sc(NC(=O)C(C)(C)C)nc1C,0,-2%,-3,-2%,21%,-1%,0%,3,2,-13%[46.1 µM]
Cc1ccc2nc(SCC(=O)c3ccc(O)cc3O)[nH]c2c1,40,-22%,3,8%,?,15%,·,-2,35,-5%
CCCCOC(=O)c1ccc(NC(c2ccc(C)cc2)P(=O)(OC)OC)cc1 (configuration not stated),-8,-8%,0,6%,2%,3%,0%,1,-21,-7%[46.1 µM]
CC1CCN(c2oc(Cc3cccc4ccccc34)nc2C#N)CC1,-8,-1%,-10,15%,?,-3%,1%,1,-6,5%
NC(=O)c1cc([N+](=O)[O-])ccc1NCc1ccc(C(=O)O)cc1,-13,8%,-8,9%,?,·,·,·,·,3%
NC1=NC(c2cccc(Cl)c2)N(CCc2ccc(F)cc2)C(N)=N1 (configuration not stated),-2,-18%,-14,11%,1%,-5%,5%,3,0,-3%
CCn1c(C(C)C)n[nH]c1=S,1,0%,-14,-3%,0%,7%,6%,-2,1,·

# High-throughput results (PubChem)
